HIV peptide binding: cell-free HIV fusion peptide-binding blockers – biochemical, uHTS, fluorescence dequenching, primary screen (AID 1986). inhibition, % at 20 µM, or IC50 in µM where a hit was titrated. cell-free peptide binding, fluorescence dequenching, 30 min; higher % means a stronger effect. actives 0.3% (n = 290,000); in the data active means inhibition mostly above about 52%, no sharp cut-off; inactive means mostly below about 76%; further: some results filed as inactive read as strong as hits
SIAH1 antagonists: blockers of Siah-1 interaction with plectin peptide – biochemical, fluorescence polarization, rhodamine-plectin, uHTS, primary screen (AID 1817). actives 0.02% (n = 290,000). Siah-1 / rhodamine-plectin peptide fluorescence polarization; higher % means a stronger effect. one-dose displacement, % at 20 µM; IC50 in µM for titrated hits;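 active means displacement of at least 50% at 20 µM, with a fluorescence ratio check between 0.3 and a set limit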;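 further: plate controls were Siah plus tracer with DMSO for no effect and tracer alone without Siah for full effect; strong numbers were not always called active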
Dengue-2 NS5 capping: Dengue-2 NS5 methyltransferase inhibitors, primary screen, biochemical, confirmation dose response (AID 588689). one-dose inhibition, % at 25 µM; IC50 in µM for titrated hits. Dengue-2 NS5 methyltransferase capping enzyme assay, biochemical; higher % means a stronger effect. actives 0.3% (n = 340,000); in the data active means a potency from the dose series; inconclusive means inhibition above about 29% without an active follow-up result
MgcRacGAP inhibition: MgcRacGAP GTPase-activating activity inhibitors, confirmation, biochemical, ADP Hunter fluorescence; actives 0.6% (n = 340,000); one-dose inhibition, % at 30 µM; IC50 in µM for titrated hits; MgcRacGAP-stimulated Rac1 GTP hydrolysis, ADP Hunter fluorescence; higher % means a stronger effect; GST-tagged Rac1 F28L mutant substrate; AID 624330;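 active means first-screen hits whose inhibition reached a set limit at any dose in the follow-up dose series; inconclusive means inhibition above the set first-screen limit but never retested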;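 further: fluorescence reports GDP produced by GAP-driven GTP hydrolysis; strong numbers were not always called active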
SV40 large T antigen: SV40 large T antigen inhibitors, biochemical (AID 1903); actives 0.39% (n = 310,000); SV40 large T antigen ATPase/helicase inhibition assay; higher % means a stronger effect; inhibition, % at 20 µM; hits with a dose series show IC50 in µM; in the data active means a potency from the dose series; inconclusive means inhibition mostly from about 32% at the one dose, without a potency; inactive means the rest, 99 in 100 with inhibition below about 32%; further: strong numbers were not always called active
RSV CPE inhibition: inhibition of RSV-induced cytopathic effect – HEp-2 cells, primary 10 µM value included (AID 2391); HEp-2 cells, RSV-induced CPE inhibition; higher % means a stronger effect; actives 0.13% (n = 310,000); CPE inhibition, % at 10 µM, or IC50 in µM where a hit was titrated; in the data active means a potency from the dose series; inconclusive means CPE inhibition mostly from about 23% at the one dose, without a potency; inactive means the rest, 99 in 100 with CPE inhibition below about 21%; further: strong numbers were not always called active
XIAP antagonists: small molecules displacing peptide from XIAP – biochemical, IAP family, fluorescence polarization (AID 1018); XIAP BIR domain, fluorescence polarization peptide displacement; higher % means a stronger effect; displacement, % at 20 µM; hits with a dose series show IC50 in µM; actives 0.007% (n = 200,000); in the data active means displacement above about 50%; further: a part of the inactive calls stands beside numbers as strong as those of hits
AID2073: inhibitors of Mint1-CaV2.2 protein interaction, biochemical, HTRF (AID 2073); HTRF protein-protein interaction, Mint1-CaV2.2; higher % means a stronger effect; actives 0.19% (n = 290,000); one-dose inhibition, % at 20 µM; IC50 in µM for titrated hits; in the data active means inhibition mostly above about 51%, no sharp cut-off; inconclusive means no clear call, values can overlap the other calls; inactive means mostly below about 53%; further: some results filed as inactive read as strong as hits
LYP phosphatase: inhibitors of LYP phosphatase, biochemical, fluorescence intensity, uHTS (AID 1779); recombinant LYP phosphatase, fluorescence intensity; higher % means a stronger effect; inhibition, % at 11.5 µM; hits with a dose series show IC50 in µM; actives 0.054% (n = 290,000); in the data active means inhibition above about 50%;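 further: plate controls were vehicle with enzyme for no effect and no enzyme for full effect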
Dengue-2 NS5 capping pilot replicate: also measured in Dengue-2 NS5 capping; calls as there; inhibition, %; measured here: pilot screen replicate inhibition
Numbers without * were called inactive; ? = inconclusive; nt = not tested or not shown.

SMILES | HIV peptide binding | SIAH1 antagonists | Dengue-2 NS5 capping | MgcRacGAP inhibition | SV40 large T antigen | RSV CPE inhibition | XIAP antagonists | AID2073 | LYP phosphatase | others
CCOc1ccccc1C1N(c2ccc(F)cc2)C(=O)C2CCCN21 (stereo not drawn) | 2.5% | 0% | 0% | 9% | 2% | 0.2% | -1.5% | -6% | 0%
O=c1cc(O)c2sc3nc(-c4ccccc4)cc(C(F)(F)F)c3c2[nH]1 | 18% | 8% | -2% | 9% | 18% | 7.9% | -10% | 14% | -3%
Cc1cc(OCC(=O)NC2CC2)c2c(C)cc(=O)oc2c1 | 0.3% | 1% | 4% | 9% | 9% | -0.5% | nt | 16% | -14%
O=C(Nc1ncc(Cc2ccccc2)s1)C1=NCCN1 | -0.3% | 5% | -5% | 5% | 12% | 2.6% | -3.9% | -1% | 4%
CCOc1ccccc1NC(=O)NNC(=O)c1ccc2ccccc2c1 | -0.5% | 1% | 1% | 2% | 7% | 15% | nt | 18% | -4%
O=c1cc(-c2ccccc2)c2c([nH]1)CCCC2 | -0.5% | 4% | -4% | -5% | 4% | nt | 0.0% | 42% | -2%
CC1CCN(c2[nH]c(=S)c(C#N)c3c2CCCC3)CC1 | 0.0% | -2% | 1% | 11% | 14% | 5.8% | -2.1% | -17% | 1%
Clc1cccc(/C(Cc2nc3ccccc3[nH]2)=N\Nc2ccccc2)c1 | 3.5% | -5% | -7% | 6% | 11% | 10% | -12% | 15% | 0%
O=C(CN1C2=NCCCN2c2ccccc21)c1ccc([N+](=O)[O-])cc1 | -1.1% | 1% | -7% | 9% | 9% | -0.6% | -2.7% | -14% | 11%
Cc1ccc(NC(=O)COC(=O)c2ccc3c(c2)OCO3)c(C)c1 | 0.4% | 1% | -5% | -2% | 6% | 2.3% | nt | -13% | -10%
CCOC(=O)C1=C(C)C(c2ccc(OC)cc2)NC(=O)N1 (stereo not drawn) | 1.2% | 16% | 3% | 5% | 6% | 1.3% | -0.1% | -11% | -4%
Cc1ccc(S(=O)(=O)Nc2nc3ccc(S(C)(=O)=O)cc3s2)cc1 | 7.0% | -4% | -3% | 3% | 3% | 1.4% | -8.0% | 0% | -8%
O=C(NC(Nc1ccc(F)cc1)(C(F)(F)F)C(F)(F)F)c1cccnc1 | -1.5% | -2% | -2% | 10% | 5% | 1.0% | 2.3% | -3% | -8%
CCNc1nc(NCC)nc(N(C#N)C(C)C)n1 | -1.1% | 4% | -9% | 10% | 18% | 0.0% | nt | 0% | -3%
O=C(O)c1cc(-c2ccncc2)nc2ccc(F)cc12 | -1.6% | -2% | nt | nt | 0% | nt | -4.5% | -7% | -7%
CN(C)S(=O)(=O)c1ccc2c(c1)nc(CCC(=O)Nc1ccc(N3CCOCC3)cc1)n2C | -2.9% | 3% | -5% | 0% | 9% | 0.0% | -6.9% | -8% | -11%
Cc1onc(-c2c(F)cccc2Cl)c1C(=O)OCC(=O)NC(c1ccccc1)c1ccccc1 | 1.5% | 5% | -10% | 9% | 48% | nt | -1.6% | 0% | 6%
c1ccc(C2=Nc3ccccc3OC2)cc1 | 12% | 4% | -1% | ? | 30% | 1.1% | -5.9% | -7% | -3%
O=C(O)c1cc(N2C(=O)C3C4C=CC(C4)C3C2=O)ccc1N1CCOCC1 (stereo not drawn) | -0.7% | 15% | -4% | 5% | 13% | -0.9% | 3.9% | 33% | -6%
Cc1[nH][nH]c(=O)c1C(c1ccc(-c2ccc(Cl)c(Cl)c2)o1)c1c(C)[nH][nH]c1=O | -0.6% | -2% | 61% | 10% | 31% | 39% | -14% | -7% | -7%
CC(Oc1ccc2ccccc2c1)C(=O)NNC(=S)NC(=O)c1ccco1 (stereo not drawn) | 21% | -11% | 14% | 3% | 21% | -0.4% | -8.0% | -6% | -4%
Cc1nnc(NC(=O)Oc2ccccc2)s1 | -0.1% | 3% | 7% | -1% | 3% | 1.8% | 0.8% | -4% | -10%
CC(=O)c1c(C)n(CCc2ccc(Cl)cc2)c2ccc(O)cc12 | -1.7% | -3% | -1% | 2% | 9% | 2.0% | nt | 9% | -9%
CN1CCN(C(=O)c2ccc3c(c2)N(Cc2cccc(Cl)c2)C(=O)c2ccccc2S3(=O)=O)CC1 | 0.3% | -4% | -7% | 4% | 8% | -0.5% | nt | 2% | -10%
COc1ccc(C(CC(=O)N2CCCC2)c2c(O)cc(OC)cc2OC)cc1 (stereo not drawn) | 2.3% | 2% | 0% | 6% | 7% | 0.0% | nt | 2% | -7%

Some of these compounds in order of formula weight, descending:
SMILES | HIV peptide binding | SIAH1 antagonists | Dengue-2 NS5 capping | MgcRacGAP inhibition | SV40 large T antigen | RSV CPE inhibition | XIAP antagonists | AID2073 | LYP phosphatase | others
CCOc1ccccc1NC(=O)NNC(=O)c1ccc2ccccc2c1 | -0.5% | 1% | 1% | 2% | 7% | 15% | nt | 18% | -4%
CC1CCN(c2[nH]c(=S)c(C#N)c3c2CCCC3)CC1 | 0.0% | -2% | 1% | 11% | 14% | 5.8% | -2.1% | -17% | 1%
CCNc1nc(NCC)nc(N(C#N)C(C)C)n1 | -1.1% | 4% | -9% | 10% | 18% | 0.0% | nt | 0% | -3%

More compounds follow:
SMILES | HIV peptide binding | SIAH1 antagonists | Dengue-2 NS5 capping | MgcRacGAP inhibition | SV40 large T antigen | RSV CPE inhibition | XIAP antagonists | AID2073 | LYP phosphatase | others
COc1ccc(OC)c(NC(=O)CN2C(=O)c3ccccc3S2(=O)=O)c1 | -1.7% | -5% | -3% | 8% | 2% | 0.5% | -1.4% | 2% | -3%
CC(C)Cn1c(CN(C)Cc2ccccc2)nc2c1c(=O)n(C)c(=O)n2C | -1.3% | 3% | -3% | 0% | 8% | 0.3% | -2.9% | -2% | -2%
N#CC1(Nc2cccc(Br)c2)C(=O)Nc2ccccc21 (stereo not drawn) | 0.0% | -2% | -2% | 8% | 7% | 2.1% | nt | 0% | -4%
COc1ccc(C(=O)NNC2=C(C(=O)C(F)(F)F)CCC2)cc1 | -0.9% | -3% | nt | nt | 15% | nt | nt | 1% | -1%
CCOC(=O)Cn1c(=N)n(CCOc2ccc(Br)cc2)c2ccccc21 | -1.7% | -6% | nt | nt | 9% | 1.2% | nt | -22% | -6%
COc1ccc(NC(=O)c2c(N)no[n+]2[O-])c(OC)c1 | -1.1% | -1% | 2% | 11% | 4% | -0.6% | -9.5% | 18% | -4%
N#CCCN(C1CCCCC1)S(=O)(=O)c1cccc2nsnc12 | -2.6% | 8% | -5% | 4% | 10% | 2.4% | -2.9% | 2% | -3%
CC1=C(C#N)C(Nc2ccc(Cl)cn2)(C(F)(F)F)C(=O)N1 (stereo not drawn) | -1.7% | -4% | -5% | 7% | 14% | -0.9% | -15% | -1% | -6%
S=c1[nH]nc(CSCCOc2ccc(Cl)cc2Cl)o1 | 12% | -7% | 3% | 10% | 13% | 2.2% | nt | 7% | -9%
C[C@H](NC(=O)[C@H]1N2C(=O)c3ccccc3C2SC1(C)C)C(=O)N1CCCCC1 (stereo partly drawn) | -0.1% | 1% | -9% | 2% | 1% | 2.6% | nt | 5% | -6%
COc1cc(/C=C2\SC(N3CCCCC3)=NC2=O)cc(OC)c1OC | -1.2% | 1% | 0% | 7% | 2% | -3.1% | nt | 15% | -2%
CS(=O)(=O)N1CCCC(C(=O)Nc2cccc(F)c2)C1 (stereo not drawn) | 0.4% | 4% | nt | -6% | 13% | 1.4% | nt | -1% | -7%
COc1ccc(NC(=O)CSc2nccc(C)n2)cc1 | 1.7% | 4% | 1% | -2% | 0% | 1.3% | -4.3% | 11% | 0%
CC1CCCN(C(=O)Nc2ccc(Br)cc2Cl)C1 (stereo not drawn) | -0.4% | 0% | -6% | 9% | 9% | 0.8% | -11% | -8% | -3%
COc1cc(NC(=O)c2n[nH]c(=O)c3ccccc23)cc(OC)c1 | 2.8% | 10% | -9% | 0% | 6% | 1.1% | nt | 24% | -9%
CN(Cc1ccccc1)S(=O)(=O)c1ccc(OCC(=O)N2CCOCC2)cc1 | -2.1% | 4% | -3% | -1% | 6% | 3.1% | -3.6% | 9% | -1%
CCN(CC)C1=CC(=O)OC12CCCCC2 | -3.8% | -5% | -3% | 8% | 16% | -0.9% | -8.8% | 17% | -10%
C=CCN1C(=O)C(O)(CC(=O)c2ccc(OC)cc2OC)c2cc(Br)ccc21 (stereo not drawn) | -2.8% | 3% | 3% | -5% | 3% | 1.0% | -2.6% | 1% | -3%
COc1cc(/C=C(\C#N)C(=O)Nc2ccccn2)ccc1O | 1.8% | 10% | -80% | 15% | 33% | 1.5% | nt | -15% | -9%
CC[N+](CC)(CC#Cc1ccccc1)CC(=O)c1ccc(Cl)cc1 | 0.2% | 2% | -3% | 5% | 5% | 1.6% | -3.4% | 0% | 5%
Cc1cc(C)n(CC(C)NC(=O)c2cc(COc3c(F)cccc3F)on2)n1 (stereo not drawn) | 0.7% | 1% | -10% | 5% | 1% | 0.1% | -6.8% | 11% | 2%
Cc1ccn2c(=O)nc(SCC(=O)NCc3ccc4c(c3)OCO4)nc2c1 | nt | nt | -1% | -1% | 9% | -1.9% | nt | nt | nt
CS(=O)(=O)NN1C(=O)c2ccccc2NC1c1cccs1 (stereo not drawn) | 1.6% | 1% | 1% | 4% | 5% | 1.7% | -5.4% | 11% | -14%
Cc1ccc(C)c(NC(=O)CCC(=O)OC(C(=O)c2ccccc2)c2ccccc2)c1 (stereo not drawn) | 0.0% | 4% | -13% | 0% | -7% | 0.7% | -0.4% | -2% | -2% | Dengue-2 NS5 capping pilot replicate=-5.3
COCCn1c(SCC#N)nnc1-c1ccccc1 | 0.1% | 2% | 2% | 6% | 8% | 0.2% | -8.6% | -1% | -9%
SMILES | HIV peptide binding | SIAH1 antagonists | Dengue-2 NS5 capping | MgcRacGAP inhibition | SV40 large T antigen | RSV CPE inhibition | XIAP antagonists | AID2073 | LYP phosphatase | others
Cc1cccc(N(C(=O)CCC(=O)Nc2cc(C)on2)C(C(=O)NC2CCCC2)c2ccccc2)c1 (stereo not drawn) | 0.9% | 10% | -2% | 6% | 6% | 1.7% | nt | 1% | -8%
COC(=O)C1=CNC=C(C(=O)OC)C1c1cccc2ccccc12 | 0.5% | -2% | 0% | 2% | 7% | 4.8% | nt | 12% | -14%
O=C1NC(Nc2nccs2)(C(F)(F)F)C(=O)N1CCc1ccccc1 (stereo not drawn) | -1.6% | 0% | -1% | 11% | 0% | 0.8% | -2.3% | -5% | -6%
O=C(Nc1ccc(CN2CCOCC2)cc1)c1ccc(-c2cccc([N+](=O)[O-])c2)o1 | 0.2% | 0% | -4% | 10% | 13% | ? | nt | 21% | -8%
CCC(C)[C@H](NC(=O)N1CCCCCC1)C(=O)OC (stereo partly drawn) | 0.3% | 2% | nt | nt | 22% | nt | nt | 4% | -6%
Cc1ccc(CS(=O)Cc2ccc(C(=O)NCC(C)c3ccccc3)o2)cc1 (stereo not drawn) | -0.2% | 4% | -3% | 5% | 8% | 1.7% | nt | -1% | -9%
